Screening results (PubChem BioAssay)
APJ ag: agonists of human APJ apelin receptor; P35414; CHO-K1 APJ PathHunter beta-arrestin, luminescence; 0% DMSO wells, 100% apelin; activation, % at 20 µM; hit rate 0.11% among 330,000; AID 2520;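 active = activation more than six SD over the plate average, tested at 20 µM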;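 also: 0% = DMSO alone and 100% = apelin-13 at 10 nM; some results filed as inactive read as strong as hits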
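Assay system – PathHunter CHO-K1 APJ (AGTRL-1) beta-arrestin reporter cells · Compound – one dose, 20 µM compound, 1% DMSO · Timing – compound 90 min 25 °C, reagent 1 h · Measured by – luminescence from split beta-galactosidase complementation, Galacton Star/Emerald II substrate · Measure – beta-arrestin recruitment to APJ as agonist activity, luminescent signal · Benchmarks – DMSO vs Apelin-13 10 nM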
TIM10 inh: TIM10 yeast growth inhibition | S. cerevisiae TIM10 strain growth, BacTiter-Glo luminescence, 24 h | inhibition, % at 10 µM | hit rate 1.4% among 330,000 | AID 463195;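 active = inhibition of 40% or more at the single tested concentration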;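 also: wild-type TIM10 isogenic control strain grown at permissive 25 °C; 0% = DMSO yeast wells and 100% = minimal medium wells without yeast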
tim23-1 inh: inhibits growth of tim23-1 mutant yeast | hit rate 1.3% among 330,000 | inhibition, % at 20 µM | S. cerevisiae tim23-1 growth, BacTiter-Glo luminescence, 24 h | AID 463212;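 active = growth inhibition of the mutant yeast at or above 50%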;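 also: temperature-sensitive mutant grown at 25 °C; plate controls were DMSO-treated mutant yeast for no effect and medium wells lacking yeast for full effect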
tim10-1 inh: tim10-1 yeast growth inhibition; AID 463190; inhibition, % at 20 µM; S. cerevisiae tim10-1 ts strain growth, BacTiter-Glo, 24 h; hit rate 2.2% among 330,000;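 active = inhibition of at least 40%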;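 also: mutant grown at 25 °C; 0% = DMSO wells with yeast and 100% = wells holding no yeast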
UPR XBP1 act: activators of adaptive arm of unfolded protein response (XBP1); CHO-XBP1 luciferase reporter, IRE1-XBP1 UPR activation, luminescence; percent of tunicamycin response, DMSO as zero; activation, % at 20 µM; hit rate 0.33% among 330,000; AID 463104;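 active = versus positive control, 20 µM dose yields 30% or more activation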;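 also: 100% = tunicamycin at 10 µg/mL and 0% = DMSO only wells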
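Test system: CHO-XBP1 luciferase reporter cells | Buffer or medium: Serum-containing F12 medium, 10% FBS | Schedule: 6 h compound exposure at 37 °C, 5% CO2 | Detection: Steady-Glo luciferase glow luminescence, 10 min after reagent addition | Read-out basis: Activation, % of tunicamycin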
Mdm2 MdmX PPI: disrupts the human Mdm2-MdmX interaction; O15151+Q00987; SaOS-2 split-luciferase Mdm2/MdmX complementation, luminescence; inhibition, % at 8 µM; hit rate 3% among 330,000; AID 485346;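 active = inhibition of at least 50% at 8 µM in the primary screen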
Target sequence (O15151 whole entry, looked up): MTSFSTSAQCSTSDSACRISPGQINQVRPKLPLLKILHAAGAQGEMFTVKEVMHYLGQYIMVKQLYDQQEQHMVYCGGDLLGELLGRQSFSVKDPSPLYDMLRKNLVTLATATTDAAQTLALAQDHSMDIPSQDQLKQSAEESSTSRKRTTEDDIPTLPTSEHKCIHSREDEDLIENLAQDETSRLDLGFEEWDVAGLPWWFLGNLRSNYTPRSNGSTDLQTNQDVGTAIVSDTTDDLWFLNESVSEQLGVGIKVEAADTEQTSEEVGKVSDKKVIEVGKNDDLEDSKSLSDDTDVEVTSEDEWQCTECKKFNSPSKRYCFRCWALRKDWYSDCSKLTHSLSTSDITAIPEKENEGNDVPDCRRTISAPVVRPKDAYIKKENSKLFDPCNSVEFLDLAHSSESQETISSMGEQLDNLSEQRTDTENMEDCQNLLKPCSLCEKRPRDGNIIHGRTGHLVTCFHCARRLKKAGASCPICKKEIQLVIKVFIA
Target sequence (Q00987 whole entry, looked up): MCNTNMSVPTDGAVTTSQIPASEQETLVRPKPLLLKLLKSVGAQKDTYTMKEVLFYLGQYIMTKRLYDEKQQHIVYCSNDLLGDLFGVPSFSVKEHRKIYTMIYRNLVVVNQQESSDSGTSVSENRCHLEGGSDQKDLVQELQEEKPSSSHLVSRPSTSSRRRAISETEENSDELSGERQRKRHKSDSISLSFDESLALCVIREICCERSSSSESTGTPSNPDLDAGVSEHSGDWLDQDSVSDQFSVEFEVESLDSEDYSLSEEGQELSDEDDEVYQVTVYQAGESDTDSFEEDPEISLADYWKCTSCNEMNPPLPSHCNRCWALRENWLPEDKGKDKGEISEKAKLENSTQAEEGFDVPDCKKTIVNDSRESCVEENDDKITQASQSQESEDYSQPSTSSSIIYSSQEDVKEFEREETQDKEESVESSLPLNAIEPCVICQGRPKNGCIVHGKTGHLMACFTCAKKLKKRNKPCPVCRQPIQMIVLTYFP
UPR CHOP act: activators of apoptotic arm of unfolded protein response (CHOP) | CHO-CHOP luciferase reporter, UPR activation, luminescence; percent of tunicamycin response over DMSO baseline | activation, % at 10 µM | hit rate 0.34% among 330,000 | AID 449763;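 active = at 10 µM dose, activation of 40% or more, normalized to positive control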;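 also: 100% = tunicamycin at 10 µg/mL and 0% = DMSO alone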
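System: CHO CHOP reporter cells. Amount: 500 cells per well. Buffer or medium: F12 medium, 10% FBS. Compound dosing: one dose, 10 µM in 0.5% DMSO. Incubation: 6 h compound exposure at 37 °C after overnight seeding. Technique: Steady-Glo luciferase luminescence. Benchmarks: tunicamycin and DMSO controls.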
GRIN3A LBD mod: NR3A (human) ligand-binding domain modulation; NR3A LBD differential scanning fluorimetry, Tm shift; 0% = protein alone, 100% = glycine-bound protein; Tm shift relative to glycine control, % at 25 µM; hit rate 2.5% among 340,000; AID 1259313;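 active = melting temperature shift of at least 10% of the positive control shift, at one fixed dose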
NLRP3 yeast inh: inhibitors of NALP3 inflammasome in yeast. Yeast reconstituted NLRP3/ASC/caspase-1, beta-gal luminescence, 24 h. inhibition, % at 10 µM. hit rate 0.39% among 330,000. AID 2825;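 active = inhibition of 50% or more; inactive = inhibition below 50%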;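 also: plate controls were induced DMSO wells for no effect and uninduced yeast grown without galactose for full effect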
The depositor's hits bear a star; nt = no result given.

SMILES	APJ ag	TIM10 inh	tim23-1 inh	tim10-1 inh	UPR XBP1 act	Mdm2 MdmX PPI	UPR CHOP act	GRIN3A LBD mod	NLRP3 yeast inh
COc1cccc(N2CCN(C(=O)c3cc4c(s3)-c3ccccc3OC4)CC2)c1	0	6	8	-4	-1	26	-2.3	-1	13
CCc1cccc(C)c1N=Cc1c(O)c2ccccc2oc1=O	-1	10	38	25	1	27	7.5	1	39
O=C(COC(=O)c1cccnc1Cl)c1ccc(Cl)s1	-3	8	7	-11	6	15	2.5	2	0
COc1ccc(CCC(=O)Nc2nc(C)c(C(=O)N(C)C)s2)cc1	4	-15	12	12	-6	-5	0.5	-2	-1
CCOC(=O)C1CCN(C(=O)CN2C(=O)CSc3ccc(S(=O)(=O)N4CCOCC4)cc32)CC1	-1	-1	-3	8	0	12	2.7	-2	8
CS(=O)(=O)N1CCN(c2ccccc2NC(=O)c2ccc3c(c2)OCCO3)CC1	-2	15	25	6	-2	9	-1.3	1	12
Cn1sc(=O)c2cc(S(=O)(=O)NC3CC3)ccc21	-1	14	29	23	-3	-15	1.5	1	35
O=C(NOC(=O)c1cc(Br)ccc1Cl)c1cccs1	4	0	13	7	-1	-16	-0.6	5	9
COc1cccc(OC)c1C(=O)OCC(=O)N(C)c1ccccc1	-3	9	-2	6	-2	13	0.7	0	0
COc1ccccc1C(=O)NC(C)C(c1cccs1)N1CCN(C)CC1 (stereo not given)	-3	-26	9	2	-3	-19	-0.5	0	-13
O=C(N/N=C/c1cc(Br)c(Br)o1)c1cc2ccccc2o1	3	5	19	26	0	10	5.1	2	24
COc1ccc(NC(=O)CN2CCN(CC(=O)Nc3ccccc3Cl)CC2)c(OC)c1	2	11	31	13	-3	19	-0.5	-1	29
COc1cc(/C=N\NC(=O)c2ccccc2F)ccc1Oc1ccc([N+](=O)[O-])cn1	2	-3	22	-29	1	45	-3.4	0	23
CC(C)(C)C(=O)Nc1ccc(C(=O)N/N=C/c2ccccc2OC(=O)c2ccc(Cl)cc2Cl)cc1	-1	25	32	31	-5	44	-1.2	2	8
CCCNC(=O)c1ccccc1NC(=O)Nc1ccccc1C	-2	0	19	12	-2	14	-2.5	0	11
Cc1nc(C(=O)NC2CCCCC2)sc1C1(C)CC(c2cccnc2)=NO1 (stereo not given)	5	7	11	-1	-4	12	-0.1	nt	-4
C[N+]1(CCOS(=O)C23CC4CC(CC(C4)C2)C3)CCOCC1 (stereo not given)	-1	3	8	13	-1	0	-1.2	0	-7
Cc1ccc(OCCNC(=O)/C=C/c2ccccc2)cc1C	-4	5	10	2	1	9	-0.9	-2	34
CC(=O)Nc1ccc(C)c(NC(=S)Nc2ccc(F)cc2)c1	0	7	-4	8	-3	-2	1.0	-1	4
O=[N+]([O-])c1cccc(-c2cc3ccccc3[nH]2)c1	-3	-2	18	15	0	16	2.8	34*	29
COc1ccc(-n2cccc2/C=C2/NC(=O)N(c3cccc(Cl)c3)C2=O)cc1	-3	-7	-5	3	0	19	4.1	-1	5
Cc1ccc(OCC(=O)NC(=S)Nc2cccc(NC(=O)c3ccc(Cl)cc3Cl)c2)cc1	-1	-27	0	12	0	37	6.0	8	4
O=C1CCN(Cc2ccccc2)C=C1c1ccc(Cl)cc1	1	19	43	18	1	-6	1.0	-4	9
COc1ccc(CCNC(=O)C2CC=CCC2C(=O)O)cc1 (stereo not given)	2	15	0	-3	-2	19	0.1	2	3
O=C(Cc1nnc(NC(=O)c2ccccc2)s1)N/N=C/c1ccco1	-4	5	-8	8	1	-10	0.3	0	-7
Cc1ccc(/C=N/Nc2ccc(C(=O)O)cc2)s1	1	17	21	-2	-6	-53	-9.5	2	13
CCCn1ncc(CN2CCC(Cc3cccc(F)c3)(C(=O)OCC)CC2)c1C	-2	-16	10	3	-1	-17	-1.1	-1	4
CN(C)C(=O)CN1C(=O)c2cccc3cccc1c23	-3	8	10	14	-2	-20	5.4	0	9
COC(=O)c1ccc(NC(=O)CSC2=NCCN2)cc1	-5	0	3	8	-3	13	-0.1	-1	7
Cc1ccc(C(=O)NC(=S)N2CCN(C(=O)OC(C)(C)C)CC2)cc1Br	-2	15	7	-1	-1	18	-0.6	1	32
O=C(Nc1ccccn1)c1ccc2ccccc2c1O	0	23	34	-30	-2	-50	1.4	-10	21
[O-]/C(=C(\C(=S)NCc1ccc2c(c1)OCO2)[n+]1ccccc1)c1ccc(Cl)s1	-2	12	17	15	-2	7	-2.1	-1	7
C[C@@H]1CN([C@@H](C)CO)C(=O)c2cc(NS(C)(=O)=O)ccc2O[C@H]1CN(C)Cc1ccc(Oc2ccccc2)cc1	-3	3	3	16	-4	28	-0.4	1	-6
CCOC(=O)C1CCCN(c2c(N3CCN(c4ccccn4)CC3)c(=O)c2=O)C1 (stereo not given)	-4	2	-6	-28	-3	-15	-0.8	-2	6
CC1COC2C(O1)N(S(C)(=O)=O)CCN2S(C)(=O)=O (stereo not given)	-1	7	-2	-1	-1	-8	0.9	0	8
O=C(O)CCSc1nc2ccccc2n1CCOc1ccccc1	-2	-7	-2	-15	4	25	-0.5	0	-2
O=C(NCCc1ccc(Cl)cc1)c1ccc(=O)[nH]c1	-1	2	13	26	-2	-9	0.6	-3	10
O=S(=O)(Nc1nc2ccccc2s1)c1cnc(Cl)c(Br)c1	-1	6	15	-3	-1	27	-0.8	6	-5
O=C(Nc1ccc(S(=O)(=O)NCC2CCCO2)cc1)C1CC(=O)N(c2ccccc2)C1 (stereo not given)	-3	-5	13	21	-2	10	-1.6	-2	-7
CC(=O)Nc1ccc(S(=O)(=O)N(C)c2ccc(OCCOc3cccc(C)c3)cc2)cc1	1	-14	1	5	-3	22	2.9	2	12
CN(CC(=O)NCCc1ccc(F)cc1)Cc1cccc(Cl)c1	-3	-5	25	-26	1	11	0.4	-1	17
CCc1c(-c2n[nH]c(=S)n2Cc2ccccc2)csc1C	-3	24	30	37	-3	-22	1.3	-1	13
CC1=NN(c2ccccc2)C(=O)/C1=C\c1cn(C)c2ccccc12	-4	18	32	14	2	-12	-1.5	-8	32
COC(=O)c1oc2ccccc2c1NC(=O)c1ccccc1O	-3	16	48	34	-1	-5	1.5	-8	42
C=C(C)CSC1=C(C#N)C(c2ccccc2Cl)CC(=O)N1 (stereo not given)	-2	19	4	28	-1	6	1.9	2	1
O=C(Nc1ccn(Cc2ccc(Cl)cc2)n1)c1ccccc1	-1	17	12	17	5	-55	3.2	1	29
COc1ccc(CNC(=O)C[C@H]2C[C@H](C(=O)N(C(C)C)C(C)C)[C@@]3(C)c4[nH]c5ccc(Cl)cc5c4CCN3C2=O)cc1OC	nt	11	41	21	3	21	3.9	-3	nt
Cc1ccc(S(=O)(=O)N(C)C)cc1NC(=O)COC(=O)COc1ccccc1[N+](=O)[O-]	-1	11	10	-1	1	-1	0.4	0	0
COCC(=O)Nc1ccc(F)cc1	-3	4	3	-8	-1	-7	-0.4	-2	3
CCOC(=O)c1[nH]c(C)c(C(=O)OC)c1C	-4	5	11	-11	-2	7	1.8	1	13
O=S(=O)(Nc1ccc(Br)cc1)c1cccc(NC(=S)NCCN2CCOCC2)c1	1	-5	-5	4	3	17	2.0	-3	19
O=c1cc(-c2ccsc2)oc2ccc(-c3ccc4cc[nH]c4c3)cc12	0	-5	4	-37	4	-46	6.3	15*	28
CCNc1nc(N2CCCCC2)nc(-n2nnc(C(=O)OCC)c2C)n1	-1	34	31	33	3	5	1.7	-1	21
N#CCC(=O)NCCCOC(=O)Nc1ccc(Cl)c(Cl)c1	2	17	16	6	0	-6	-0.4	-3	20
O=C(Nc1nccs1)c1ccc[nH]c1=O	-2	-1	-9	-10	-2	13	4.1	2	21
O=C(CN(C(=O)c1csnn1)c1cccc(F)c1)NCc1ccc(F)cc1	-4	15	-1	-3	1	-3	0.2	0	20
CC(C)(C)C1CCC(C(=O)OCC(=O)Nc2ccc3[nH]c(=O)[nH]c3c2)CC1 (stereo not given)	6	-1	11	30	2	-8	0.2	-7	23
S=C(NCc1ccco1)N1CCOCC1	-3	-2	-2	-6	-3	6	0.0	-5	8
C=CCN(CC=C)C(=O)c1cc(Cl)ccc1[N+](=O)[O-]	0	9	9	13	-4	2	-0.6	-1	-15
Cc1cc(C)nc(/N=C(\N)Nc2ccc(S(=O)(=O)O)cc2)n1	-3	11	21	16	4	19	-2.3	0	-6

Exported as labelled records: part of the list above
CCOC(=O)c1[nH]c(C)c(C(=O)OC)c1C
  APJ ag = -4	TIM10 inh = 5	tim23-1 inh = 11	tim10-1 inh = -11	UPR XBP1 act = -2	Mdm2 MdmX PPI = 7	UPR CHOP act = 1.8	GRIN3A LBD mod = 1	NLRP3 yeast inh = 13
O=C(Nc1ccn(Cc2ccc(Cl)cc2)n1)c1ccccc1
  APJ ag = -1	TIM10 inh = 17	tim23-1 inh = 12	tim10-1 inh = 17	UPR XBP1 act = 5	Mdm2 MdmX PPI = -55	UPR CHOP act = 3.2	GRIN3A LBD mod = 1	NLRP3 yeast inh = 29

Next section.
SMILES	APJ ag	TIM10 inh	tim23-1 inh	tim10-1 inh	UPR XBP1 act	Mdm2 MdmX PPI	UPR CHOP act	GRIN3A LBD mod	NLRP3 yeast inh
Cc1ccc(OC(C)C(=O)Nc2ccncc2)cc1C (stereo not given)	-3	-9	-32	-19	-2	21	-0.6	1	18
CCOC(=O)Cc1csc(NC(=O)CC(C)(C)CC(=O)O)n1	0	-7	4	-20	-1	-10	0.6	-4	9
COc1cccc(NC(=O)c2cccs2)c1	2	66*	51*	27	-1	-22	-0.1	26*	68*
COc1ccc(CC(=O)Nc2ccncc2Cl)cc1	-1	6	11	9	-6	10	3.0	-26	-4
CCc1ncc(CN2CCC(C(=O)Nc3cccc(-c4cscn4)c3)CC2)cn1	-4	4	-13	-21	-3	7	-1.5	0	12
O=C(O)CSC(NC(=O)c1cccnc1)(C(F)(F)F)C(F)(F)F	7	9	13	-2	3	10	1.7	-4	3
Cc1ccccc1CC(=O)Nc1ccc2c(C)cc(=O)oc2c1	-1	-4	7	-15	-3	4	0.4	1	9
O=C(CN1CCN(c2ccccc2O)CC1)Nc1ccnn1C1CCCC1	-3	-8	-1	-9	1	11	1.2	-1	20
COc1ccc(-c2c(NC(=O)c3ccco3)n(-c3ccccc3)nc(C)c2=O)cc1	1	-2	-5	-19	0	10	-0.8	1	11
Cc1cccc(CC2CC(=O)N(c3ccccc3)C2=O)c1 (stereo not given)	7	25	11	4	-1	-35	-0.9	0	4
CC(C)N1CCC(N2CCN(CC#Cc3ccccc3)CC2CCO)CC1 (stereo not given)	-3	4	-32	-4	0	-1	-0.1	-1	15
c1ccc(-c2noc(-c3cccs3)n2)nc1	-4	12	8	-1	-8	3	-5.2	2	17
CC(C)CCOc1ccc(/C=N/N2C(=O)CSC2=S)cc1	4	2	29	31	-5	29	0.3	-3	47

GRIN3A LBD mod, hit marks shown above
mol	APJ ag	UPR XBP1 act	Mdm2 MdmX PPI	GRIN3A LBD mod	NLRP3 yeast inh
O=[N+]([O-])c1cccc(-c2cc3ccccc3[nH]2)c1	-3	0	16	34*	29
O=c1cc(-c2ccsc2)oc2ccc(-c3ccc4cc[nH]c4c3)cc12	0	4	-46	15*	28
COc1cccc(NC(=O)c2cccs2)c1	2	-1	-22	26*	68*
